NadD inh: inhibitors of S. aureus NadD, primary screen, biochemical, colorimetric, uHTS; Nicotinate-nucleotide adenylyltransferase NadD (Staphylococcus aureus N315); purified NadD enzyme, colorimetric absorbance read-out; inhibition, % at 20 µM; 360,000 tested, 0.78% active; in the data active means inhibition above about 26%; further: some compounds past the cut are filed as inactive
LMPTP block: LMPTP phosphatase inhibitors, primary screen, biochemical, fluorescence intensity, uHTS; Low molecular weight phosphotyrosine protein phosphatase (Homo sapiens), P24666; recombinant LMPTP-A, OMFP fluorogenic substrate; inhibition, % at 20 µM; 360,000 tested, 0.22% active; AID 651560, 2012;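 active means compounds that cut the enzyme signal by at least half of the control window in the single-dose screen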;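 further: plate controls were DMSO wells with enzyme plus substrate for no effect and substrate without enzyme for full effect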
Target sequence (P24666 whole entry, looked up): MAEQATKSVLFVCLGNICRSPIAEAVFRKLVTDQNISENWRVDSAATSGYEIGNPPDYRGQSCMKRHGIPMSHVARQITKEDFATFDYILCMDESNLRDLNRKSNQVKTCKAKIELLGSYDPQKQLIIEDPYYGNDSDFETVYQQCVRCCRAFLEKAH
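Assay system: LMPTP-A enzyme. Input: 0.625 nM LMPTP-A final. Probe or stimulus: 400 µM OMFP. Compound dosing: single 20 µM dose. Schedule: 50 min dark incubation at room temperature. Detection: fluorescence intensity of OMFP turnover product. Read-out: percent inhibition versus substrate-only and uninhibited controls. Benchmarks: no-enzyme low control, uninhibited high control.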
Scp-1 inhibitor: Scp-1 phosphatase inhibitors, primary screen, biochemical, colorimetric, uHTS | 340,000 tested, 0.88% active | Recombinant Scp1, phosphopeptide, malachite green phosphate absorbance | Carboxy-terminal domain RNA polymerase II polypeptide A small phosphatase 1 (Homo … | inhibition, % at 20 µM | AID 493091, 2011;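 active means inhibition above about 50% at 20 µM, limit read from the data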;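 further: plate controls were DMSO wells with enzyme for no effect and wells lacking enzyme for full effect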
Target sequence (Q9GZU7 76-261 limits assumed): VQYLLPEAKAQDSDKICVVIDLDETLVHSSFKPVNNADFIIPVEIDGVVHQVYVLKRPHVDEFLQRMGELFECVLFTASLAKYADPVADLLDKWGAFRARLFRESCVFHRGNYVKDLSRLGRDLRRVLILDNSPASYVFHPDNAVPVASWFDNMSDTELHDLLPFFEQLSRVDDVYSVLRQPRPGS
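Test system – truncated SCP-1 phosphatase (76-261aa) · Reagent – Phosphorylated 17-residue peptide substrate · Incubation – 45 min room-temperature reaction, 5 min colour, 30 min stabiliser · Detection – colorimetric phosphate reagent with accelerator and stabiliser, absorbance at 630 nm · Measure – % inhibition at 20 µM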
SKN-1 block: suppressors of acrylamide-induced Pgst-4::GFP reporter in worms, primary screen, SKN-1 inhibitor project, whole organism, uHTS, GFP/RFP fluorescence ratio, strain VP596; C. elegans VP596 Pgst-4::GFP/RFP ratio, 24 h; inhibition, % at 21.8 µM; 360,000 tested, 0.49% active; AID 624304, 2012;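 active means interference check ratio from 0.5 to 1.5 plus GFP to RFP signal ratio inhibition reaching or exceeding a fixed threshold, cut at about 30% in these data, passing the limit was not always enough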; further: some compounds called inactive have numbers as strong as hits
STEP inh: STEP phosphatase inhibitors, primary screen, biochemical, fluorescence intensity, uHTS; recombinant STEP, OMFP fluorogenic substrate; inhibition, % at 20 µM; 360,000 tested, 0.25% active; AID 588621, 2011;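 active means inhibition at 20 µM, scaled per plate between control wells, above about 37%, limit read from the data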;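 further: 0% = DMSO with enzyme and substrate and 100% = substrate only without enzyme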
Target sequence (P54829 whole entry, looked up): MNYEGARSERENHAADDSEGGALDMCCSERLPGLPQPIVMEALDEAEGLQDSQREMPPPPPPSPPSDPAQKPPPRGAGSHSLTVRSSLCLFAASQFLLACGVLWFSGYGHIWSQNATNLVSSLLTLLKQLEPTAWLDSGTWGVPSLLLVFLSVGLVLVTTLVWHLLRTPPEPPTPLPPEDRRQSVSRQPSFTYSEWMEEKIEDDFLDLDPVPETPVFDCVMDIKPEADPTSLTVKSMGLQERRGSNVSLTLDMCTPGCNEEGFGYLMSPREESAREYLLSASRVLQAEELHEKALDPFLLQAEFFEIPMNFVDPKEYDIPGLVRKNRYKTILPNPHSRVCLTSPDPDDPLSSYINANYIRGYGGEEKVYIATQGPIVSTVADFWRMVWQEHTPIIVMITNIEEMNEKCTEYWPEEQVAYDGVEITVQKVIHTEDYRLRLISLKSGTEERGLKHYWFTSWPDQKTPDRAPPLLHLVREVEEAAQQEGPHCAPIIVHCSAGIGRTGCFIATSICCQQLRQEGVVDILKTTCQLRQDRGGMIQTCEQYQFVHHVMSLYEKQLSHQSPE
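material = STEP tyrosine phosphatase | reagent = fluorogenic phosphatase substrate OMFP at 25 µM final | doses = single compound dose of 20 µM, 1% DMSO final | schedule = 20 min reaction, room temperature, in the dark | measured by = fluorescence, 480/540 nm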
TbMetRS inhib: T. brucei MetRS inhibitors, primary screen, biochemical, luminescence; methionyl-tRNA synthetase (Trypanosoma brucei brucei); 360,000 tested, 0.4% active; purified T. brucei MetRS, ATP depletion, Kinase-Glo luminescence; AID 624268, 2012; inhibition, % at 11.9 µM;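 active means inhibition above a per-plate cutoff of the control wells' mean inhibition plus 3 SD, cut at about 5.5% in these data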;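 further: 0% = DMSO wells median and 100% = median of wells with control inhibitor compound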
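Test system: purified T. brucei MetRS enzyme. Also added: ATP, methionine and E. coli bulk tRNA substrates. Compound: 11.9 µM single point. Schedule: 15 min enzyme-compound preincubation, 2 h reaction, 10 min detection, 25 °C. Signal: luciferase luminescence of residual ATP, Kinase-Glo. Evaluation: percent inhibition versus plate control medians. Controls: DMSO wells, low control.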
Neddyl block: inhibitors of cullin neddylation, primary screen, biochemical, TR-FRET, uHTS, NAE and Ubc12; calls only at 25 µM; 360,000 tested, 0.58% active; NEDD8-conjugating enzyme Ubc12 (Homo sapiens) + NEDD8-activating enzyme E1 regulatory …; in the data active means inhibition above about 36%
SUMO1 PPI mod: modulators of SUMO1 protein-protein interactions, primary screen, biochemical, uHTS. SUMO1 binding to a labelled peptide, TR-FRET, 1 h. inhibition, % at 20 µM. 360,000 tested, 0.33% active. AID 602429, 2012; in the data active means inhibition above about 37%
Target sequence (P63165 whole entry, looked up): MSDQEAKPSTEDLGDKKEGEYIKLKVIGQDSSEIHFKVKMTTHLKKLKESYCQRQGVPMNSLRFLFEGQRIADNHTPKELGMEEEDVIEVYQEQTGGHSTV
NRP1-CendR mod: modulators of CendR peptide binding to NRP-1, primary screen, biochemical, fluorescence polarization, uHTS; Neuropilin-1 (Homo sapiens), O14786; FAM-RPARPAR peptide binding to NRP-1; inhibition, % at 25 µM; 360,000 tested, 0.85% active;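 active means inhibition or corrected inhibition above about 18%, plus a signal ratio from 0.5 to 1.5, limit read from the data, passing the limit was not always enough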; further: strong numbers were not always called active
DNMT1 inh: human DNMT1 methyltransferase inhibitors, primary screen, biochemical, molecular beacon, fluorescence, HinP1I cleavage, uHTS; DNA (cytosine-5)-methyltransferase 1 (Homo sapiens), P26358; inhibition (reported as % activation of signal), % at 10 µM; 360,000 tested, 0.83% active; AID 588458, 2011; in the data active means inhibition above about 50%
* = called active by the depositor; i = inactive; / = not tested or not shown; + = active, no number. Rows are unselected, and some 4.6% of all compounds hit somewhere here.

SMILES	NadD inh	LMPTP block	Scp-1 inhibitor	SKN-1 block	STEP inh	TbMetRS inhib	Neddyl block	SUMO1 PPI mod	NRP1-CendR mod	DNMT1 inh
Cn1cccc1C(=O)OCc1cc(-c2ccco2)on1	-3	1.2	-2	3	-4	-0.2	i	-1	-4	-10
Cc1cc(C)c(-n2c(SCCS(=O)(=O)c3ccc(F)cc3)n[nH]c2=O)c(C)c1	1	-0.9	-6	9	-1	0.3	i	12	4	1
CCc1ccc(N2CC(O)(c3cccs3)[N+]3=C2SCCC3)cc1 (centres undefined)	-6	0.3	9	-11	-3	-0.5	i	-2	-57	6
CC(C)CC(NC(=O)OCc1ccccc1)C(=O)NC(Cc1c[nH]c2ccccc12)C(=O)O (centres undefined)	5	0.0	/	0	-2	-0.4	i	9	-9	1
COC(=O)C1=C(C)N(Cc2ccccc2)C(=NCCN2CCOCC2)N[C@H]1CCc1ccccc1	-3	-0.9	-5	8	-2	-0.3	i	-5	-1	5
CCS(=O)(=O)NCC(c1ccco1)N1CCN(c2ccccc2F)CC1 (centres undefined)	0	-1.6	-8	1	-1	-0.3	i	1	10	8
COc1ccc(-n2nnnc2SCC(=O)N(C)C2CCS(=O)(=O)C2)cc1 (centres undefined)	-3	-3.2	0	2	-1	-0.2	i	5	26*	0
Brc1c(CSc2nc3ccccc3s2)nc2ncccn12	-1	-1.4	-4	6	0	0.3	/	-1	2	-1
COC(=O)Cc1c(O)ccn(CCc2ccccc2)c1=O	3	-0.7	-4	1	-2	-0.7	i	0	9	2
CCCC(=O)Nc1cccc(C(=O)Nc2nccs2)c1	1	-1.7	-2	-7	1	-0.4	i	1	1	-2
O=C(CCNS(=O)(=O)c1ccccc1)NCCCSc1ccccc1	-3	0.0	-2	-2	-1	-0.1	i	2	-6	1
c1csc(-c2nc3nc4ccccc4nc3n2Cc2ccc3c(c2)OCO3)c1	19	5.7	-5	-11	4	0.0	+	-19	-8	-6
Cc1c(CCC(=O)N2CCC[C@H]2C(=O)O)c(=O)oc2cc3oc4c(c3cc12)CCCC4	7	0.9	-4	2	3	-0.1	/	11	-3	2
COc1ccc(Nc2nc(-c3cccnc3)nc3ccccc23)cn1	7	4.4	-4	14	-1	-0.1	i	4	55*	-3
COc1ccc(OCC(=O)NNC(=O)c2c(-c3ccccc3Cl)noc2C)cc1	0	-1.3	12	4	0	-0.6	i	-1	2	1
C=CCOC(=O)C1=C[C@@H](c2ccc3c(c2)OCO3)C[C@@H](OCCCCO)O1	0	-0.6	5	16	-2	-0.4	i	-10	4	-19
CC1Oc2ccccc2C(=O)N(CC(=O)c2ccc3c(c2)OCCO3)C1=O (centres undefined)	-13	2.2	-20	4	0	-0.4	i	10	10	-4
CC1=C(C(=O)OCC2CCCO2)C(c2ccc(F)cc2)NC(=O)N1 (centres undefined)	2	-0.9	-5	6	0	-0.3	i	0	0	-2
O=C(NC1(C(F)(F)F)C(=O)Nc2c1c(=O)[nH]c(=O)n2-c1ccccc1)c1cccnc1 (centres undefined)	1	0.2	7	-14	-1	-1.2	i	0	-4	5
O=C(OCc1cc2ccccc2[nH]c1=O)c1ccc([N+](=O)[O-])cc1	-6	0.4	-6	-11	-1	-0.4	i	5	7	21
COc1cccc(NC(=O)c2ccccc2-c2nc(-c3ccc(F)cc3)no2)c1	-3	3.0	-17	-2	1	-0.9	i	0	19	-1
O=C(O)COc1ccccc1-c1nc(-c2ccccc2)c(-c2ccccc2)[nH]1	15	1.6	-2	15	0	0.5	/	12	-6	-5
COc1ccc(C(=O)/C=C/Nc2cccc(O)c2)cc1	5	2.6	5	5	1	-0.2	i	-16	-40	-11
CCOC(=O)c1cc2c(=O)n3ccccc3nc2n(CC(C)C)c1=NC(=O)c1c(-c2c(F)cccc2Cl)noc1C	9	2.2	1	4	2	-0.9	/	-10	0	3
O=C(O)CCC1(C(=O)O)CCC(=O)c2ccccc21 (centres undefined)	2	-1.2	3	5	-1	-0.1	i	5	12	1
CCOC(=O)NCCOC(=O)Nc1ccc(Cl)cc1	-2	-0.7	1	1	-2	0.3	i	-2	0	-1
COC(=O)c1ccc(COC(=O)c2cccn2C)o1	-8	-1.0	-9	9	-1	0.1	i	-1	-7	-2
c1coc(-c2cc3nc(NCc4ccc5c(c4)OCO5)ccn3n2)c1	3	0.8	/	-5	-2	-0.2	/	15	-5	-6
COCCCNC(=O)C1CCC(CNS(=O)(=O)c2ccc3c(c2)N(C(C)=O)CCO3)CC1 (centres undefined)	0	-0.8	-2	-1	-2	-0.4	i	-4	-1	-1
CCn1nc(C)cc1C(=O)N1CCc2c([nH]c3ccccc23)C1c1cc(F)ccc1F (centres undefined)	4	2.5	-5	7	0	-1.3	i	3	20	-2
CC1CCCN(CCCOc2ccc(Cl)cc2Br)C1 (centres undefined)	-3	-0.7	1	12	-1	11*	i	-2	23	5
O=Cc1c[nH]c2ccc(C(=O)c3ccccc3)cc12	2	-0.3	-2	-5	0	0.3	i	-13	12	-2
Cc1ccccc1S(=O)(=O)Cc1ccc(C(=O)NCCN(CC(C)C)CC(C)C)o1	-9	-1.4	10	-4	-2	-1.5	i	1	-5	0
O=c1c(C(c2ccccc2)c2c(O)nc3n(c2=O)CCCS3)c(O)nc2n1CCCS2	0	-0.8	-3	-7	-2	-0.1	i	18	-10	1
CC(C)n1nnnc1C1c2ccccc2C(=O)N1CCCN1CCOCC1 (centres undefined)	-3	-2.3	/	3	/	-0.8	i	2	13	/
CCN1C(=O)/C(=C/c2cn(C)nc2C)SC1=S	-2	1.5	-6	-8	2	0.4	i	-20	-14	0

Eleven compounds already listed, sorted by SMILES length, rising.
SMILES	NadD inh	LMPTP block	Scp-1 inhibitor	SKN-1 block	STEP inh	TbMetRS inhib	Neddyl block	SUMO1 PPI mod	NRP1-CendR mod	DNMT1 inh
CC1CCCN(CCCOc2ccc(Cl)cc2Br)C1 (centres undefined)	-3	-0.7	1	12	-1	11*	i	-2	23	5
CCOC(=O)NCCOC(=O)Nc1ccc(Cl)cc1	-2	-0.7	1	1	-2	0.3	i	-2	0	-1
COC(=O)c1ccc(COC(=O)c2cccn2C)o1	-8	-1.0	-9	9	-1	0.1	i	-1	-7	-2
CCN1C(=O)/C(=C/c2cn(C)nc2C)SC1=S	-2	1.5	-6	-8	2	0.4	i	-20	-14	0
O=C(O)CCC1(C(=O)O)CCC(=O)c2ccccc21 (centres undefined)	2	-1.2	3	5	-1	-0.1	i	5	12	1
CC(C)n1nnnc1C1c2ccccc2C(=O)N1CCCN1CCOCC1 (centres undefined)	-3	-2.3	/	3	/	-0.8	i	2	13	/
c1coc(-c2cc3nc(NCc4ccc5c(c4)OCO5)ccn3n2)c1	3	0.8	/	-5	-2	-0.2	/	15	-5	-6
Cc1ccccc1S(=O)(=O)Cc1ccc(C(=O)NCCN(CC(C)C)CC(C)C)o1	-9	-1.4	10	-4	-2	-1.5	i	1	-5	0
CCn1nc(C)cc1C(=O)N1CCc2c([nH]c3ccccc23)C1c1cc(F)ccc1F (centres undefined)	4	2.5	-5	7	0	-1.3	i	3	20	-2
COCCCNC(=O)C1CCC(CNS(=O)(=O)c2ccc3c(c2)N(C(C)=O)CCO3)CC1 (centres undefined)	0	-0.8	-2	-1	-2	-0.4	i	-4	-1	-1
CCOC(=O)c1cc2c(=O)n3ccccc3nc2n(CC(C)C)c1=NC(=O)c1c(-c2c(F)cccc2Cl)noc1C	9	2.2	1	4	2	-0.9	/	-10	0	3

Further compounds
SMILES	NadD inh	LMPTP block	Scp-1 inhibitor	SKN-1 block	STEP inh	TbMetRS inhib	Neddyl block	SUMO1 PPI mod	NRP1-CendR mod	DNMT1 inh
O=C(NC1CCS(=O)(=O)C1)/C(=C\c1ccccc1)NC(=O)c1ccccc1 (centres undefined)	0	-0.2	-1	15	-1	0.1	i	-4	-2	1
Cc1ccc(S(=O)(=O)NC(C)(C)CSc2nnc(Nc3ccccc3)s2)cc1	-5	3.4	-4	8	-4	0.8	i	3	7	-10
Cc1cccc(C)c1NC(=O)CN1CCN(C(=O)CNC(=O)c2ccc(-c3ccccc3)cc2)CC1	2	-2.6	/	3	0	-0.5	i	4	-4	-3
Cc1ccc(Cl)cc1-n1ncc2c(NNC(=O)c3ccco3)ncnc21	-7	-0.8	-4	4	-2	-0.3	i	-7	13	2
Cc1cccc(OC(C)C(=O)N2CCCN(C)CC2)c1C (centres undefined)	2	4.1	-8	11	2	-0.1	i	5	-1	0
CN(CC(=O)Nc1ccccc1C(F)(F)F)C(=O)c1ccc(-c2ccc(Cl)cc2)o1	-8	2.2	-6	-17	1	-0.6	i	-9	-5	-1
COc1ccc(S(=O)(=O)N(C)C)cc1NCC(=O)Nc1ccc(F)cc1F	2	0.4	10	-8	0	-0.5	i	1	-8	-3
CC(=O)Nc1ccc(S(=O)(=O)Nc2nc(CN3CCOCC3)nc3sc4c(c23)CCCC4)cc1	11	2.0	-3	-19	0	-0.7	i	16	-39	-1
O=S(=O)(Nc1nc(CN2CCOCC2)nc2sc3c(c12)CCCC3)c1cc(F)ccc1F	4	-0.5	-4	10	0	0.6	i	5	-21	-7
CCCOC(=O)c1ccc(NC(=O)C(CC)CC)cc1	-7	-1.3	-5	7	0	-0.9	i	-2	-7	2
Brc1ccc(-c2nnc(-c3ccccc3)c(N3CCSCC3)n2)cc1	17	2.4	10	30	-1	-0.2	i	-2	8	-2
Cc1ccc(S(=O)(=O)N2CCN(C(=O)/C=C/c3ccccc3)CC2)cc1C	-1	1.3	-2	-20	-2	0.0	i	-11	-1	-2
COc1cc(/C=C/C(=O)OCC(=O)NC(=O)NC(C)(C)C)ccc1O	-4	-0.3	-4	-1	0	-0.2	i	-13	0	-1
